Screening data (PubChem BioAssay)
PGC1a acetyl inh – modulators of PGC1a acetylation; 350,000 compounds, 0.17% hits; inhibition, % at 15.6 µM; AID 651687; U2OS PGC1a acetylation, AlphaScreen anti-acetyl-lysine; with virally co-expressed GCN5 acetyltransferase;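 active = every replicate shows inhibition of at least 40%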;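 note: 0% = neutral control wells and 100% = positive control wells; some results beyond the cut were filed as inactive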
PglD inh – blocks C. jejuni PglD acetyltransferase activity. purified PglD enzyme, DTNB colorimetric CoA detection. 360,000 compounds, 0.098% hits. inhibition, % at 12.5 µM; in the data active = inhibition above about 16%, passing the limit was not always enough; note: strong numbers were not always called active
* marks the source's active call; other numbers are inactive results.

Molecule,PGC1a acetyl inh,PglD inh
COc1ccc(NC(=O)C2CCCN2C(=O)OCc2ccccc2)c(OC)c1 (configuration not stated),-7.1,2.4
COc1ccc(N=C2S/C(=C\c3cccs3)C(=O)N2CC(C)C)cc1,-3.6,-4.7
COc1ccc(/C=C2\CCn3c2nc2ccccc2c3=O)cc1OC,10.7,-4.8
Cn1c(=S)n(/N=C/c2ccc3c(c2)OCO3)c2ccccc21,-7.2,3.4
Cc1cccc(NC(=O)CNc2cc(C)ccc2C)c1,13.4,-2.7
Cc1ccc2cccc(S(=O)(=O)Nc3ccc4c(c3)OCO4)c2n1,-15.3,0.0
c1ccc(CN(Cc2ccco2)C(c2ccncc2)c2nnnn2C2CCCC2)cc1 (configuration not stated),2.1,3.6
COc1cc2c(cc1OC)-c1nnc(-c3cccs3)n1C1(CCCC1)C2,0.3,3.5
O=C(Nc1nc(-c2ccc(-c3ccccc3)cc2)cs1)C1CCCO1 (configuration not stated),-5.4,2.2
Cc1cc(NCCCn2ccnc2)n2nc(C)c(-c3ccc(Cl)cc3)c2n1,-1.5,6.4
CSc1ccc(CCNC(=O)c2cccc3c2C(=O)N(C2CCCCC2)C3)cc1,-7.1,-2.2
CCC(=O)N1CCc2cc(S(=O)(=O)N3CCN(c4ccccn4)CC3)ccc21,-19.4,2.9
CS(=O)(=O)N(CC(=O)N1CCc2ccccc2C1)c1ccc2c(c1)OCO2,2.9,3.3
COc1ccc(Nc2ncc(C(=O)N3CCN(c4ccccc4OC)CC3)c3ccccc23)cc1,-0.5,-5.0
COC(=O)C(NC(=O)c1ccco1)(Nc1ccc(Br)cn1)C(F)(F)F (configuration not stated),-2.5,-6.2
Cc1ccc(S(=O)(=O)N[C@H](C(=O)Oc2ccc3c(C(F)(F)F)cc(=O)oc3c2)c2ccccc2)cc1,-13.0,-3.0
O=C(c1ccncc1)N1CCN(C(=O)c2cccs2)CC1,4.8,3.9
Cc1ccc(NC2=Nc3ccccc3CS2)cc1,1.8,-0.9
CCn1c(SCC(=O)Nc2ccc(OC)cc2)nnc1-c1ccco1,0.4,-2.2
CC(=O)c1cccc(NC(=O)c2nccnc2C(=O)O)c1,-4.6,-2.5

Continuation.
Molecule,PGC1a acetyl inh,PglD inh
Cc1ccc(C(=O)c2cnc3ccccc3c2-c2ccccc2)cc1,3.7,-1.6
CCn1cc(C(=O)OCC(=O)N(C)C2CCS(=O)(=O)C2)c(=O)c2ccc(C)nc21 (configuration not stated),6.1,1.7
C=C(C)Cn1c(SCC#N)nc2ccccc2c1=O,6.9,1.1
COc1cccc(-c2sc3cc(OC)c(OC)cc3c2-c2ccc(OCCN3CCCCC3)cc2)c1,-24.3,-2.3
O=c1[nH]c(N2CCN(c3ccccc3)CC2)nc2c1CCC2,2.9,6.5
CC(=N\O)/C(CN(C)C)=N/O,1.4,7.2
COc1ccccc1CNC(=S)Nc1ccc(S(N)(=O)=O)cc1,0.9,-4.1
O=C(NCc1ccco1)c1cnn2c(C(F)F)cc(-c3ccccc3)nc12,-3.6,6.1
N#Cc1ccccc1OCC(=O)NC(N)=O,5.5,-0.2
O=C(NCc1ccco1)c1cnccn1,1.6,1.5
CCn1c(Cc2ccccc2)nnc1SCC(=O)Nc1nc2ccccc2s1,-11.5,-0.6
COc1ccnc(CSC(N)=Nc2ccccc2OC)c1,-0.3,4.9
NC(=O)c1ncc(C(F)(F)F)cc1Oc1cccc(F)c1,-6.1,-7.8
CCn1cc(/C=C/C(=O)NCc2c(C)nn(C)c2C)cn1,1.3,-1.6
O=C(CCCN1C(=O)C2C3C=CC(C3)C2C1=O)N1CCN(c2ccccc2)CC1 (configuration not stated),-15.8,-2.7
Cc1csc(SCC(=O)c2c(N)n(C)c(=O)n(C)c2=O)n1,10.5,2.6
COCCCNC(=S)NNC(=S)Nc1ccc(F)cc1F,-5.5,-1.3
CCCCNS(=O)(=O)c1ccc(OC)c(C)c1,10.8,-2.1
CC(O)C(=O)NCCOCCOCCNC(=O)C(C)O (configuration not stated),7.9,6.0
Cc1ccc(-c2noc(CCC(=O)NCC3CCN(Cc4cccc(C)c4)CC3)n2)cc1,-9.2,-2.7

Continued.
Molecule,PGC1a acetyl inh,PglD inh
COc1ccc2c(c1OC)C(=O)OC2Nc1ccccc1S(=O)(=O)C(F)F (configuration not stated),-7.7,-1.2
O=C(c1ccc(-n2cnnn2)cc1)N1CCCCC1,7.5,4.3
COC(=O)NCC(c1cccnc1)N1CCN(c2ccccc2OC)CC1 (configuration not stated),17.1,0.0
COc1cc(OC)cc(C(=O)Nc2ccccc2C(=O)N2CCCC2)c1,-2.0,1.7
CCc1ccc(NC(=O)CN(C)S(=O)(=O)c2ccc3[nH]c(=O)oc3c2)cc1,7.3,2.9
O=C1CC(N2CCN(c3ccc(S(=O)(=O)N4CCOCC4)cc3)CC2)C(=O)N1Cc1ccccc1 (configuration not stated),3.9,-0.5
COc1ccccc1C(=O)OCc1c(F)cccc1Cl,-6.1,-2.9
CSCCOC(=O)C1=C(C)Nc2ccc(C)cc2S1,-8.1,12.8
O=C(O)CC(NC(=O)COc1ccc(Cl)cc1Cl)C(=O)O (configuration not stated),-17.2,4.0
C[C@@H]1NC(=O)c2cc([N+](=O)[O-])cc(I)c2NCCCC[C@@H](C(N)=O)NC(=O)[C@H](CCC(=O)O)NC1=O,7.7,-6.1
Cn1c(=O)c(C(=O)Nc2ncccn2)c(O)c2ccccc21,-17.1,-3.0
CCC(C)(C)n1nnnc1CN1CCC(c2nc3ccc(C)cc3[nH]2)CC1,0.7,2.2
COc1cc(/C=N/n2c(SC)nnc(C(C)(C)C)c2=O)ccc1O,11.4,5.8
CCCCOc1ccc(C(C)(O)CCN2CCOCC2)cc1 (configuration not stated),7.6,-1.5
CC1=C(C(=O)OC(C)C)C(C)C(C(=O)OC(C)C)=C(C)N1,-9.6,-5.4
Cn1nnnc1SCC(=O)Nc1ccc(Br)cc1Cl,3.2,-1.6
C=Cc1ncc(OC)c2c1[nH]c1ccccc12,39.6,4.5
O=C(NCc1ccco1)c1ccc(NC(=O)C2COc3ccccc3O2)cc1 (configuration not stated),-21.1,-3.1
CCOC(=O)c1c(C)oc2cc(Br)c(OC(=O)N3CCOCC3)cc12,-17.0,10.2
CC(=O)NC1C(=O)Nc2c1cccc2C(F)(F)F (configuration not stated),-2.1,5.6

Part of the list above, with values ahead of the structure:
PGC1a acetyl inh | PglD inh | SMILES
3.7 | -1.6 | Cc1ccc(C(=O)c2cnc3ccccc3c2-c2ccccc2)cc1
6.1 | 1.7 | CCn1cc(C(=O)OCC(=O)N(C)C2CCS(=O)(=O)C2)c(=O)c2ccc(C)nc21 (configuration not stated)

New compounds follow.
Molecule,PGC1a acetyl inh,PglD inh
CCOC(=O)N1CCC(NC(=O)CC(NS(=O)(=O)c2ccc(C)cc2)c2ccco2)CC1 (configuration not stated),1.6,0.1
Cc1ccc(Cn2nnc3c(=O)[nH]c(C4CCCN(C(=O)Nc5ccc(F)cc5F)C4)nc32)cc1 (configuration not stated),2.4,-0.5
COC(=O)CSc1nc(NC(C)=O)nc(C)c1Br,-6.9,1.8
Cn1c(=O)n(Cc2ccccc2)c(=O)c2c1nc1n2CCCN1CCc1ccccc1,3.6,3.2
COc1cccc(C(=O)/C=C/Nc2cc(C)ccc2O)c1,-36.4,-0.3
CCCCCc1ccc(-c2cn(Cc3ccc([N+](=O)[O-])cc3)nn2)cc1,-5.5,-1.8
Cc1onc(-c2ccccc2Cl)c1C(=O)Nc1cccc2nsnc12,-6.2,2.9
O=C(O)CCCC(=O)Nc1nc(-c2ccccc2)cs1,2.8,1.6
O=C(NCCc1ccc(Cl)cc1)C1CCC(=O)N1C1CCCC1 (configuration not stated),3.2,-2.5
C=C(C)C1Cc2c(C)nn(-c3ccccn3)c2C1 (configuration not stated),-1.7,-2.7
COc1ccc2oc(=O)c(C(=O)n3ccc(C)n3)cc2c1,7.5,-7.8
CC(Nc1ccc(Cl)cc1)c1cc(Cl)ccc1O (configuration not stated),-13.9,-2.8
N/C(=N\OC(=O)CCc1ccccc1)c1ccc(Cl)cc1,17.1,6.3
COc1ccccc1OCC(=O)c1[nH]c(C)c(C(C)=O)c1C,3.5,-1.7
Cc1nnc(NC(=O)Nc2cccc(Cl)c2)s1,1.5,-1.4
CCN1CCN(CCCNC(=O)c2ccc3c(c2)N(Cc2ccc(C)cc2)CCS3)CC1,-4.9,-0.6
COc1ccc(OC)c2c(C)cc(N3CCCN(C)CC3)nc12,9.1,-6.9
COc1cc(OC)c2c(-c3ccccc3)cc(=O)oc2c1C(CCN1CCCCC1)c1ccc(N(C)C)cc1 (configuration not stated),20.5,-1.0
CC(=O)Nc1ccc2nc(C)n(Cc3ccc(Cl)cc3)c(=O)c2c1,8.2,-2.7
CC1(C)OC(=O)N(c2cccnc2)C1(C)O (configuration not stated),5.7,9.7

Individual results from the entries so far:
PGC1a acetyl inh result of `Cc1ccc(C(=O)c2cnc3ccccc3c2-c2ccccc2)cc1` → 3.7
PGC1a acetyl inh result of `CS(=O)(=O)N(CC(=O)N1CCc2ccccc2C1)c1ccc2c(c1)OCO2` → 2.9
PGC1a acetyl inh result of `O=C1CC(N2CCN(c3ccc(S(=O)(=O)N4CCOCC4)cc3)CC2)C(=O)N1Cc1ccccc1` (configuration not stated) → 3.9
PglD inh result of `CCC(=O)N1CCc2cc(S(=O)(=O)N3CCN(c4ccccn4)CC3)ccc21` → 2.9
PglD inh result of `COc1ccc2c(c1OC)C(=O)OC2Nc1ccccc1S(=O)(=O)C(F)F` (configuration not stated) → -1.2
PGC1a acetyl inh result of `Cn1c(=S)n(/N=C/c2ccc3c(c2)OCO3)c2ccccc21` → -7.2

More compounds
Molecule,PGC1a acetyl inh,PglD inh
C1CCC(C23CC4CC(CC(C4)C2)C3)NC1 (configuration not stated),1.8,-1.6
CC(C)(C)N1C(=O)c2ccc(C(=O)Nc3nccs3)cc2C1=O,-2.2,8.0
O=C(c1ccc2nc(-c3ccco3)c(-c3ccco3)nc2c1)N1CCN(c2ccccc2)CC1,5.6,-4.7
O=C(Nc1cccc2ccccc12)/C(Cl)=C/c1ccccc1,2.7,-4.0
C=CCN1C(=O)C(O)(CC(=O)c2ccccc2)c2ccccc21 (configuration not stated),6.2,-0.4
Cc1cc(C)c(C#N)c(SCS(=O)c2ccc(C(C)(C)C)cc2)n1 (configuration not stated),-36.1,2.2
Cc1nn(Cc2ccccc2Cl)c(Cl)c1/C=C/C(=O)OCC(=O)NC(N)=O,-1.1,-0.7
O=C(COc1ccc(-c2nnc(N3CCCCC3)c3ccccc23)cc1)N1CCCCC1,-23.7,-2.3
O=C1S/C(=C\c2ccc(N3CCOCC3)o2)C(=O)N1Cc1ccc(F)cc1,-3.5,-1.6
CCN(c1ccccc1)S(=O)(=O)c1ccc(C(=O)Nc2nnc(COC)o2)cc1,7.2,-8.8
CCCCOCP(=O)(CCCC)COCCCC,6.9,2.6
CCCC(c1nnnn1Cc1ccco1)N1CCN(C2CCCC2)CC1 (configuration not stated),2.1,-6.9
CCOC(=O)c1[nH]c(C)c(/C(O)=C2\C(=O)C(=O)N(CCN(C)C)C2c2ccco2)c1C (configuration not stated),29.5,3.9
Cc1ccc(N2CC(C(=O)NCc3cccs3)CC2=O)cc1C (configuration not stated),15.2,-4.8
COc1ccc(N2CCN(C(=O)COc3ccc(Cl)cc3Cl)CC2)cc1,-9.6,-2.1
CCOC(=O)CCSc1nc(C)cc(C(F)(F)F)c1C#N,-6.4,-5.0
CC(C)(C)n1nnnc1C(c1ccccc1)N1CCc2ccccc2C1 (configuration not stated),1.5,-4.3
Cn1c(=O)c2c(nc(Oc3ccccc3)n2C)n(C)c1=O,7.3,-1.3
Nc1c(Br)cc(Br)c(N2CCCC2=O)c1Br,9.2,-4.1
COc1ccc(C(c2nnnn2Cc2ccccc2)N2CCN(C(=O)c3ccco3)CC2)cc1OC (configuration not stated),0.4,-0.4

Following part.
Molecule,PGC1a acetyl inh,PglD inh
O=C(NS(=O)(=O)c1ccccc1)c1ccccc1O,-0.1,6.9
N#CC1=C(N)OC2=C(CN(Cc3ccccc3)C/C2=C\c2cccnc2)C1c1cccnc1 (configuration not stated),0.4,-6.1
Cc1cc(C)n(C(=O)c2ccc(S(=O)(=O)N3CCCC3)cc2)n1,-8.9,-6.5
C=C(Cl)COc1ccc2c(CCC)cc(=O)oc2c1,0.8,-2.4
Cc1ccc(C)c(N2C(=O)CN=C2Nc2ccccc2Cl)c1,18.9,1.8
CC12C(=O)N(Cc3ccco3)C(=O)C1C1c3ccccc3C2c2ccccc21 (configuration not stated),-46.1,5.7
CCC(C)(C)n1nnnc1C(C(C)C)N(CCCO)Cc1cc2cc(C)ccc2[nH]c1=O (configuration not stated),9.7,6.9
Nc1nc2nonc2nc1N1CCCCC1,4.9,0.1
C=C(C)c1cccc(C(C)(C)NC(=O)N2CCCC(C)C2)c1 (configuration not stated),-5.3,-2.0
Cc1ccc(NC(=O)CN2C(=O)CSC2=O)cc1,-2.5,-1.9
CSc1nsc(SC)c1C(=O)OCC(F)(F)F,5.1,-0.7
O=C(c1ccccc1)N1CCOC12CCN(c1ncc(C(F)(F)F)cc1Cl)CC2,-38.1,-0.1
Cc1cc(Nc2nc3ccccc3nc2Cl)n(-c2ccccc2)n1,-10.3,1.2
O=C(Nc1ccccc1)C1CC(=O)N(C2CCCCC2)C1 (configuration not stated),0.2,1.0
CCN=C1SC(CC(=O)Nc2sc3c(c2C#N)CCCC3)C(=O)N1CC (configuration not stated),5.4,2.3
CC1(C)SCC(C(=O)O)N1C=O (configuration not stated),-4.6,-6.3

Some of the compounds tested; rates above refer to the full screens.
